Screening data: PubChem, Center for Chemical Genomics, University of Michigan
Dicer inh: inhibitors of Dicer pre-microRNA processing, primary screen, biochemical, cat-ELCCA, chemiluminescence. Endoribonuclease Dicer (Homo sapiens), Q9UPY3. cat-ELCCA pre-miR-21 Dicer processing; stronger effect = higher value. z-score at 25 µM. 47,000 tested, 6% active; in the data active = z-score above about 3, passing the limit was not always enough;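 note: plate controls were vehicle for no effect and no enzyme for full effect; higher signal means more uncleaved substrate so more Dicer inhibition; strong numbers were not always called active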
An asterisk follows results filed as active. Some of the compounds tested. The share of hits here may be higher or lower than overall.

Compound	Dicer inh
COc1ccc(Oc2ccc(C(F)(F)F)cn2)cc1	0.39
Cn1nccc1NS(=O)(=O)c1ccc(F)cc1	-0.57
Cn1c2c(c3ccccc31)/C(=N/O)CCC2	3.9*
CCOC(=O)c1c(NC(=O)CSc2nnc3c4ccccc4n(CC)c3n2)sc2c1CCC2	0.95
CCCn1c(C)cc(C)c(C#N)c1=O	0.64
COc1ccccc1-n1c(C)c(C(=O)O)c2cc(OC)c3ccccc3c21	4.6*
CCOC(=O)C(=CNc1cc(C(F)(F)F)ccc1NCc1ccccc1)C(=O)OCC	2.3
O=C(NCc1ccco1)c1cc2n(n1)C(C(F)(F)F)CC(c1ccc(Br)cc1)N2 (configuration not stated)	3.5*
Cn1c(=O)[nH]c(=O)c2c1nc(NCCCn1ccnc1)n2CCCc1ccccc1	-0.33
c1ccc2c(-c3nnc(-c4ccc5nsnc5c4)o3)cccc2c1	-0.65
COc1ccc(-c2cc(C(F)(F)F)nc(SCC(=O)N(C)Cc3cnn(C)c3)n2)cc1OC	-0.06
O=C(O)CNC(=O)Cn1cnc2ccccc2c1=O	-1.8
CC(C)c1ccc(C2C3=C(CCCC3=O)Nc3c2c(=O)n(C)c(=O)n3C)cc1 (configuration not stated)	2.8
COCCC(=O)NC12CC3CC(CC(C3)C1)C2	-1.2
Cc1cc(C)n2c(SCc3ccc(Br)cc3)nnc2n1	1.3
COc1ccc2c(c1)c(C(=O)CN(C)C)c(C)n2C	4.7*
Cc1onc(-c2c(Cl)cccc2Cl)c1C(=O)Oc1c(Cl)cncc1Cl	-1.5
O=S(=O)(NNc1c(Cl)cccc1Cl)c1cc(C(F)(F)F)cc(C(F)(F)F)c1	2.3
CCSc1sc(C(=O)O)c(-c2ccc(Cl)cc2)c1C#N	0.05
CN(NC(=O)NC(=O)c1c(Cl)cccc1Cl)c1ccccc1[N+](=O)[O-]	0.34
CCOC(=O)c1cnc(SCc2ccc(Cl)cc2)nc1N	-0.02
c1ccc(-c2nc3ccccc3nc2-c2ccsc2)cc1	0.75
CC1(C)CC(=O)C2=C(C1)NC(=O)CC2C(=O)Nc1ccc(F)c(Cl)c1 (configuration not stated)	-0.07
CCO/C=C(\C#N)S(=O)(=O)c1ccc(Cl)cc1	1.7
Cc1cccc(N2C(=O)CC(Sc3ncn[nH]3)C2=O)c1 (configuration not stated)	1.4
CNC(=S)Nc1ccc(F)cc1F	-0.11
COCc1cc(=O)oc2cc(NS(C)(=O)=O)ccc12	1.2
CC(C)c1cc(C(C)C)c(S(=O)(=O)NCc2cccnc2)c(C(C)C)c1	-0.34
CSc1nsc(SCC(=O)N2CCCc3ccccc32)n1	-1.6
N/C(=N\O)c1cccc(C(F)(F)F)c1	-0.17

Copied from the results shown (7 entries):
Compound	Dicer inh
CCO/C=C(\C#N)S(=O)(=O)c1ccc(Cl)cc1	1.7
Cc1cccc(N2C(=O)CC(Sc3ncn[nH]3)C2=O)c1 (configuration not stated)	1.4
CNC(=S)Nc1ccc(F)cc1F	-0.11
COCc1cc(=O)oc2cc(NS(C)(=O)=O)ccc12	1.2
CC(C)c1cc(C(C)C)c(S(=O)(=O)NCc2cccnc2)c(C(C)C)c1	-0.34
CSc1nsc(SCC(=O)N2CCCc3ccccc32)n1	-1.6
N/C(=N\O)c1cccc(C(F)(F)F)c1	-0.17

Going on with the list.
Compound	Dicer inh
O=C1c2cc(S(=O)(=O)Oc3ccccc3)ccc2-c2ccc(S(=O)(=O)Oc3ccccc3)cc21	0.6
CCOC(=O)c1cc2n(c1N)-c1ccccc1C2=O	-2.4
CCOCCOc1cccc2oc(C(=O)OCC)cc(=O)c12	-0.21
C/C(COc1ccc(-c2csnn2)cc1)=N\Nc1ccccc1	0.85
CC1CCCCN1C(=O)Cn1cc(C(=O)c2ccco2)c2ccccc21 (configuration not stated)	0.27
Cc1ccc2c(=O)c(CN3CCCCC3C)c(C)[nH]c2c1C (configuration not stated)	1.1
Cc1ccc2oc(-c3ccc(N)cc3O)nc2c1	0.56
C=CCn1c(NCc2cc(C)ccc2O)nc2ccccc21	0.39
CSc1ccc(C2Nc3ccccc3-c3cc(C)nn32)cc1 (configuration not stated)	4.8*
Cc1c(C(=O)CN2CCN(c3ccc(C(F)(F)F)cn3)CC2)sc2ccccc12	0.29
CC(=O)Oc1ccc2c(=O)oc(COc3ccc(C)c(C)c3)nc2c1	1.1
Oc1ccccc1C1Nc2ccccc2-c2nc3ccccc3n21 (configuration not stated)	-0.85
COC(=O)c1ccc(Cn2nc(C)c(Cl)c2C)o1	2.6
CCn1nccc1C(=O)Nc1nccs1	0.14
CC1CCc2c(sc3nnn(CC(=O)OC(C)C)c(=O)c23)C1 (configuration not stated)	1.4
CCN1C(=O)C(O)(CC(=O)c2cccnc2)c2ccccc21 (configuration not stated)	20
Nc1ccc2nnc(-c3ccccc3)n2n1	1.4
O=C1/C(=C\c2ccc(C(F)(F)F)cc2)CSc2sccc21	-0.57
Nc1cc(=O)[nH]c(=O)n1-c1ccc(Cl)cc1	-0.32
CCOC(=O)C(NC(=O)CC)(Nc1ccc(C)cc1)C(F)(F)F (configuration not stated)	-1.2
O=C1CCCc2c1cc(-c1ccccc1)n2-c1ccc(O)cc1	-0.3
Cc1ccccc1CN1C(=O)C(=O)c2cc(Cl)ccc21	18
CCCCOC(=O)Nc1nccs1	0.68
c1ccc(CCN2CN(CCN3CCOCC3)c3nc4ccccc4n3C2)cc1	0.44
O=S(=O)(CCS(=O)(=O)c1c(F)c(F)cc(F)c1F)c1ccc(Cl)cc1	-0.8
CC(C)Oc1ccccc1C1NC(=O)CCC1[N+](=O)[O-] (configuration not stated)	0.91
Cc1c(C)c(C)c(CN)c(C)c1C	-1.3
CC(=O)n1nccc1-c1nccnc1C	2.1
CCCCOC(=O)CSc1nnc(-c2ccc(C)cc2)o1	2.5
C=CCN(CC=C)c1nc(-c2ccccc2)nc2ccccc12	0.7
COc1cc(NC(=O)c2ccccc2)c(C)cc1NC(=O)CC(CC(=O)O)c1ccccc1 (configuration not stated)	-0.1
O=C1CC(Cc2ccc(Cl)cc2)C(=O)N1c1ccccn1 (configuration not stated)	-0.83
Cc1cccc(C)c1NC(=S)N1CCCc2cccc(C)c21	0.69
Brc1cc(-c2ccccn2)sc1Sc1ccccc1	0.68
Cc1nnc(N2C(=O)c3oc4ccccc4c(=O)c3C2c2ccccc2F)s1 (configuration not stated)	-1.4
Cc1nn(S(=O)(=O)c2ccccc2)c(C)c1Sc1ccc(Cl)cc1	-0.13
CCOC(=O)c1cnn2c1NC(c1ccc(C(C)C)cc1)CC2C(F)(F)F (configuration not stated)	0.02
COc1ccc(CCN2CNc3c(c(=O)n(C)c(=O)n3C)C2)cc1	0.32
CCOC(=O)COc1ccc2oc(C)c(C(=O)OC)c2c1	0.96
Cc1cc(NC(=O)c2ccccc2)n(C)n1	-0.65
CC1=CC(C)C2(COC(=O)Nc3ccccc3)COC(c3ccccc3)C1C2C (configuration not stated)	1.8
COc1cc(OC)c(OC)cc1/C=N/N=C(N)N	-2
O=C1C=C(c2ccc(Br)cc2)OC(=O)C1C(=O)c1ccc(Br)cc1 (configuration not stated)	-0.5
CCOC(=O)C(=O)N1c2ccccc2Sc2ccccc21	9.8
O=C(Nc1cc(=O)c2ccccc2o1)N1CCCCC1	0.4

Structural class, the entries above containing a nitro group on carbon
Compound	Dicer inh
CN(NC(=O)NC(=O)c1c(Cl)cccc1Cl)c1ccccc1[N+](=O)[O-]	0.34
CC(C)Oc1ccccc1C1NC(=O)CCC1[N+](=O)[O-] (configuration not stated)	0.91

Carrying on.
Compound	Dicer inh
Cc1nn(C)c(NCc2cccs2)c1[N+](=O)[O-]	-0.21
O=C(CN1CCN(c2ccccc2)CC1)Nc1c2c(nc3ccccc13)CCC2	1.1
COc1cccc(C(=O)CN2C(=O)/C(=C/c3ccco3)N=C2c2ccccc2)c1	1.2
CC(=O)OC[C@H]1O[C@@H](OCc2ccccc2)[C@H](OC(C)=O)[C@@H](OC(C)=O)[C@@H]1OC(C)=O	-0.63
Cc1ccc2oc(-c3cc(N)ccc3Cl)nc2c1	2.7
CC1=C(C(=O)OCc2ccccc2)C(c2cccc(O)c2)C2=C(CC(C)(C)CC2=O)N1 (configuration not stated)	-0.45
Cc1ccc(Oc2c(F)c(F)c(Oc3ccc(C)cc3)c(F)c2F)cc1	-1.3
COc1ccc(NC(=O)N2CCN(c3ncccn3)CC2)cc1	-1.4
COc1ccc2c(c1OC)C(=O)OC2Nc1cccc(C)n1 (configuration not stated)	-0.03
CC(C)(C)C(=O)ON=C(c1cccs1)c1cccs1	-1.4
COc1ccc(OC)c(NC(=O)c2sc3ccccc3c2Cl)c1	2.3
COC(=O)c1ccc(Cl)cc1N(CCCC#N)S(=O)(=O)c1cccc(C(F)(F)F)c1	-0.42
CSc1c(-c2ccccn2)c(N)nn1C(=O)c1cccs1	-1.1
CC1(C)CC(=O)C2=C(C1)Nc1cc3c(cc1C2c1ccc(F)cc1)OCO3 (configuration not stated)	1.8
Cc1ccc(-c2cc(-c3ccccc3)nc(N)c2C#N)o1	-0.65
CC(=O)OC[C@H]1O[C@@H](Oc2ccc3ccccc3c2)[C@H](OC(C)=O)[C@@H](OC(C)=O)[C@@H]1OC(C)=O	-0.87
CN(C)/C=C/C=C1\c2ccccc2-c2ccc([N+](=O)[O-])cc21	-1
N#Cc1nc(-c2ccc(Cl)cc2)oc1N1CCOCC1	3.7*
CS/C(=C(/C#N)S(=O)(=O)C(C)C)N1CCOCC1	-1.3
CCCOC(=O)C1=C(C)NC2=C(C(=O)CC(C)(C)C2)C1c1ccc(OC(C)=O)cc1 (configuration not stated)	-0.43
CN(C)C(=O)C(=O)c1c[nH]c2ccc(Br)cc12	0.74
COc1ccc(C2CS(=O)(=O)CS(=O)(=O)C2)cc1	0.78
CC1=C(C)C/S(=N\S(=O)(=O)c2ccccc2)N(S(=O)(=O)c2ccccc2)C1 (configuration not stated)	0.54
N/C(=N\S(=O)(=O)c1cc(Cl)sc1Cl)c1ccncc1	1
Cc1cc(NCCO)nc2ccccc12	-0.18
COc1ccc(OC)c(S(=O)(=O)NCCc2c(C)[nH]c3ccc(OC)cc23)c1	-0.67
CC12CCC(C/C1=N\OC(=O)c1c(F)cccc1F)C2(C)C (configuration not stated)	-1.1
Clc1ccc(-c2cn3ccc4ccccc4c3n2)cc1	-0.48
O=C(CCc1ccncc1)NNC(=O)N1Cc2ccccc2Oc2ccc(Cl)cc21	3.1*
Cc1ccc(S(=O)(=O)N2/C(=C\COc3ccccc3)C(N3CCN(C)CC3)c3ccccc32)cc1 (configuration not stated)	1.3
O=C(CSc1nc2c(c(C(F)(F)F)n1)CCc1ccccc1-2)NCCN1CCOCC1	2.6
CSc1nc2ccc(NS(=O)(=O)c3ccc(Br)s3)cc2s1	0.54
O=C(/C=C/OC(=O)c1ccc(C(F)(F)F)cc1)c1ccc(F)cc1	1.1
O=C(NNc1ncccc1-n1cccc1)c1ccc(Cl)cc1	0.04
CC(C)c1ccc(S(=O)(=O)N2CCCN(S(=O)(=O)c3ccc(C(C)C)cc3)CC2)cc1	1.5
NNC(=O)c1ccc(C(F)(F)F)cc1	2.3
O=C(O)CSc1ccccc1C(=O)O	-0.26
CCOC(=O)Nc1nc2ccccc2[nH]1	-1
COc1ccc(Cl)cc1N1C(=O)c2ccncc2C1=O	2.9
Clc1ccc2c(c1)c1ccccc1n2CN1CCOCC1	1.4
O=c1[nH]nc(SCCS(=O)(=O)c2ccc(Cl)cc2Cl)n1-c1ccc2c(c1)OCCO2	-3.8
Cc1nc(-c2ccc(S(=O)(=O)N3CCN(c4nc(-c5ccccc5)ns4)CC3)s2)cs1	-0.42
COc1ccc(/C(O)=C2\C(=O)C(=O)N(CCCN3CCOCC3)C2c2ccc(OC)cc2)cc1 (configuration not stated)	0.7
Cc1cc(S(=O)(=O)Nc2cccc(F)c2)c(C)c(S(=O)(=O)c2ccccc2)c1	1.8
Cc1ccccc1-c1cc(=O)c2cc(Cl)ccc2o1	2.2
CN1CCc2c(n(CC(O)CN3C(=O)c4ccccc4S3(=O)=O)c3ccccc23)C1=O (configuration not stated)	0.53
CC(C)(C)SCCNC(=O)/C=C/c1ccccc1	-0.49
Cc1ccc(S(=O)(=O)Nc2ccc(N(C)C)cc2)cc1	3.8*
Cc1noc(C)c1NC(=O)NC1CCCc2ccccc21 (configuration not stated)	-0.44
COc1c(Cl)cc(Cl)c(OC)c1C(=O)NC(=O)Nc1c(Cl)cc(Cl)cc1Cl	3.2*
CCOC(=O)c1nnn2c1nc(N/N=C/c1ccc(Cl)cc1)c1ccccc12	1.5
CNc1ccccc1C(=O)NCCc1ccncc1	-0.27
Cc1ccc(-c2nc(NC(=O)c3cncc(-c4cccs4)c3)sc2C)cc1Cl	-0.78
Cc1c(C(=O)Cc2c(O)c3ccccc3oc2=O)sc2nc(C(F)(F)F)nn12	3
CCNc1nc2c(c(=O)n(C)c(=O)n2C)n1CC(O)COc1ccccc1 (configuration not stated)	-2
Cc1nc(C)c(-c2ccnc(N)n2)s1	0.57
S=C1NCN(C(Cc2ccccc2)c2ccccc2)CN1 (configuration not stated)	-2
COc1ccc(N(C(=O)C2CCCCC2)S(=O)(=O)c2ccc3c(c2)n(C)c(=O)n3C)cc1	-0.22
Cc1c(C(=O)Nc2ccccc2)nn(-c2ccc(C(C)(C)C)cc2)c(=N)c1C#N	1.2
COC(=O)c1c(C)nn(-c2ccccc2)c1-c1cc(C)on1	-0.88
